Source: PubChem
MITF inh – blocks human microphthalmia-associated transcription factor | O75030 | AlphaScreen MITF homodimerization, bead proximity signal | inhibition, % at 2.6 µM | actives 0.91% (n = 650,000) | AID 1259374; in the data active = inhibition above about 50%;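 note: 0% = vehicle wells with protein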
GPR151 activ – activates the human receptor GPR151 | Q8TDV0 | PathHunter beta-arrestin GPR151 cells, luminescence | activation, % at 11.2 µM | actives 1% (n = 650,000) | AID 1508602; in the data active = activation above about 4.9%;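 note: 0% = median of compound wells and 100% = cells with positive control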
Target sequence (Q8TDV0 whole entry, looked up): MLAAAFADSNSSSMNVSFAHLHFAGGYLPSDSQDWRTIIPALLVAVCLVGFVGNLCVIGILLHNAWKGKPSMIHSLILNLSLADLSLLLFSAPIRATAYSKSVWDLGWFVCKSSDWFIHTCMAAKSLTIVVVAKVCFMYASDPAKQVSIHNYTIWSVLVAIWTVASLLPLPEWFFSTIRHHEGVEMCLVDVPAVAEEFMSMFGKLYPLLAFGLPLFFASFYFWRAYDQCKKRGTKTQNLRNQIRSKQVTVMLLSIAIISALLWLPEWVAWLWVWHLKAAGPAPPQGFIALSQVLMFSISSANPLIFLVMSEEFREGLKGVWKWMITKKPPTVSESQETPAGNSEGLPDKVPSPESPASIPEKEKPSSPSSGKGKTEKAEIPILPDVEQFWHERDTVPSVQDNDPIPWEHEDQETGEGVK
TEAD-YAP inh – TEAD-YAP interaction inhibition; inhibition, % at 9.12 µM; HEK-TIYL cells, TEAD-Gal4/YAP UAS-luciferase luminescence; actives 1.4% (n = 640,000); AID 1259422; in the data active = inhibition above about 32%;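 note: 0% = median of test compound wells and 100% = reference inhibitor wells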
FBW7 activator – human FBW7 E3 ligase activation, primary screen. Q969H0. actives 0.13% (n = 650,000). AlphaScreen FBW7–phospho-cyclin E peptide binding, activator screen. normalized activity (activation), % at 26.1 µM; in the data active = normalized activity above about 1.9%;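 note: purified mutant Fbw7 with reduced substrate affinity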
Target sequence (Q969H0 whole entry, looked up): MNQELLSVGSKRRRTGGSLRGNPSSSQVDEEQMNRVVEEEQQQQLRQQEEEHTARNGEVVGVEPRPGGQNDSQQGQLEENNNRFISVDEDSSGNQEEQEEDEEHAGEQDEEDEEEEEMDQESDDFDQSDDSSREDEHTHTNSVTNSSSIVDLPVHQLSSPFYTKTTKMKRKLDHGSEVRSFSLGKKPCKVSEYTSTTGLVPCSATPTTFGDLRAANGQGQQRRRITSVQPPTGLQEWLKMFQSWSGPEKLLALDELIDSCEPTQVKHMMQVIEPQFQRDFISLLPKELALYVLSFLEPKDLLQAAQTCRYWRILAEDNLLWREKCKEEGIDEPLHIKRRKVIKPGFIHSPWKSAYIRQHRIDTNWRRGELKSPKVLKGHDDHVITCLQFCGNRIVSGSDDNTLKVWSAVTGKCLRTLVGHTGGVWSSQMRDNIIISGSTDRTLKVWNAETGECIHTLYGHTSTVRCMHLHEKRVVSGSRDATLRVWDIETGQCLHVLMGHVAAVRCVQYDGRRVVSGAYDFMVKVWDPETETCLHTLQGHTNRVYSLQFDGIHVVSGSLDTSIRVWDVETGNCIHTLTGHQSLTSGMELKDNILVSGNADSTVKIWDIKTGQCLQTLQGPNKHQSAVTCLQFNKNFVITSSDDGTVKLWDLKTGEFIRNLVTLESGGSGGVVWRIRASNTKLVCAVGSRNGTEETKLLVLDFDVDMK
An asterisk follows results filed as active.

The line under a structure holds: TEAD-YAP inh	FBW7 activator	MITF inh	GPR151 activ
> O=C(Nc1c2c(nn1-c1cccc(Cl)c1)CS(=O)C2)c1cccc(F)c1 (stereo unspecified)
→ 9	0.8	5	-0.3
> CC(C)(C)SCCNC(=O)c1ccc(Br)cc1
→ -62	0.0	-17	-1.3
> Clc1cccc(-c2cnc3ccc(NCc4ccccn4)nn23)c1
→ 5	-0.2	-12	-0.5
> Cc1nc(N2CCC(C)CC2)c2c(C)c(C(=O)N(Cc3ccc(C(C)C)cc3)Cc3ccco3)sc2n1
→ -2	-0.1	-5	-0.1
> CCN(C(=O)Cn1c(=O)oc2cc(S(=O)(=O)NC3CCCC3)ccc21)c1ccccc1
→ 2	-0.3	-1	-0.2
> NNCCCOc1cccc2ccccc12
→ -5	0.6	15	0.1
> CC(=NC1CCCCC1)C1=C(O)c2ccccc2C1=O
→ -65	-0.1	-2	-0.4
> Cc1ccc(-c2cc(C(=O)Nc3nc(-c4ccccc4)c(C)s3)c3ccccc3n2)s1
→ 0	0.2	11	-0.9
> CC1=C(C(=O)OC(C)C)C(c2ccc3c(c2)OCO3)C2=C(CC(c3ccccc3)CC2=O)N1 (stereo unspecified)
→ 11	0.6	-16	1.0
> COc1ccc(NC(=O)Cn2c(=O)n(CC3CCCO3)c(=O)c3ccccc32)cc1 (stereo unspecified)
→ 10	0.0	14	-0.4
> Cc1ccnc(SCc2cc(=O)c(OC(=O)c3ccccc3)co2)n1
→ 5	1.0	20	-0.9
> NCCNc1nc2ccccc2n1Cc1ccccc1
→ 5	0.1	-8	2.7
> Cc1ccc(CNC(=O)COC(=O)c2ccc(Cl)c(N)c2)cc1
→ 12	-0.1	-10	2.5
> CCn1cc(C(=O)Nc2ccc(F)c(F)c2F)c(=O)c2ccc(C)nc21
→ -7	-0.2	-4	1.2
> CN(C)S(=O)(=O)N(CC(=O)N1CCCCC1)c1ccccc1
→ -1	0.0	14	0.6
> c1cc2c(cc1Oc1nc(N3CCOCC3)nc(N3CCOCC3)n1)OCO2
→ -12	-0.2	8	-1.8
> COc1ccc(CCNc2nc(SCc3ccc(F)cc3)nc3ccccc23)cc1OC
→ -3	-0.2	-8	1.1
> Cc1nc2ccccc2n1C(=O)N1CCOCC1
→ -2	-0.1	7	-0.5
> COc1ccc(S(=O)(=O)CCC(=O)Nc2ccccc2C(F)(F)F)cc1
→ 5	0.0	6	0.0
> Cc1ccc(S(=O)(=O)N(CC(=O)N2CCN(C)CC2)c2cccc(C)c2)cc1
→ 2	0.1	6	0.7
> Cc1ccccc1N/C(SCc1cccc(Br)c1)=C(/C#N)C(N)=O
→ -1	0.0	9	-0.7
> COc1nc(Nc2ccccc2)nc(Nc2ccc(Cl)cc2)n1
→ -30	0.1	1	0.3
> Cc1cccc(C)c1OCC(O)CN1C(C)CCCC1C (stereo unspecified)
→ 2	0.1	12	0.5
> O=C(Nc1ccnn1C1CCN(C(=O)c2c(F)cccc2F)CC1)C1CC1
→ -3	-0.1	4	-0.2
> COc1ccc(CCNC(=O)C(OC)c2ccccc2)cc1 (stereo unspecified)
→ 5	0.0	-9	0.1
> CCC1CCCCN1C(=O)CN1C(=O)CSC1=O (stereo unspecified)
→ 3	-0.1	-4	0.4
> Cc1ccc(CN2CCN(CCCc3ccccc3)CC2)cc1
→ 6	-0.2	66*	1.9
> Cc1nc2cc(S(=O)(=O)N(C)C)ccc2n1-c1ccccc1
→ 3	0.1	-2	-1.4
> Cc1ccc(S(=O)(=O)/N=C(\Nc2cc(C)on2)c2ccc(Cl)cc2)cc1
→ -7	-0.1	5	0.3
> COc1ccc(S(=O)(=O)Nc2cc(Br)c(O)c(Br)c2)cc1
→ -6	0.1	22	1.1
> COc1ccc(/C=C2/C(=O)NC(=O)N(C3CCCCC3)C2=O)cc1OC
→ -1	-1.1	-4	0.5
> CC(=O)Nc1ccc(NC(=O)CN2C(=O)c3ccccc3C2=O)cc1
→ 3	0.0	2	3.3
> COC(=O)COC(=O)c1ccc(Oc2nc(N(C)C)nc(N(C)C)n2)cc1
→ -7	0.8	16	-0.4
> CCSCCOC(=O)C1=C(C)NC2=C(C(=O)CC(C)(C)C2)C1c1ccc(OC)c(Br)c1 (stereo unspecified)
→ 3	0.0	-1	-0.9
> CCOC(=O)C1=C(COC(=O)c2ccc([N+](=O)[O-])s2)NC(=O)NC1C (stereo unspecified)
→ 13	0.0	-8	-1.4
> CC(=O)N1CCN(C(=O)CSc2nc(-c3ccc(C)c(C)c3)cn2-c2ccccc2)CC1
→ -46	-0.1	-4	0.6
> COc1cc(Nc2nc(NCc3nc4ccccc4[nH]3)c3ncn(-c4ccccc4)c3n2)cc(OC)c1OC
→ 62*	0.0	1	-0.2
> CC(=O)c1c(C)oc2c(Br)cc(NS(=O)(=O)c3ccccc3C)cc12
→ 11	0.0	11	0.6
> CCOC(=O)N1CCN(S(=O)(=O)c2cc3c4c(c2)CC(=O)N4CCC3)CC1
→ -1	0.0	6	0.3
> COc1ccccc1CCNC(=O)c1c[nH]c(=O)n(C)c1=O
→ 1	0.0	-5	-2.8
> CN(C)c1ccc(/C=C2N=C(/C=C/c3ccc(Cl)cc3Cl)OC\2=O)cc1
→ -6	0.1	6	0.2
> Cn1c(=O)c2c(ncn2CC(=O)Nc2ncccn2)n(C)c1=O
→ -5	-0.1	0	-0.2
> CC(C)N(CCNC(=O)c1ccnc(Cl)c1)C(C)C
→ 3	0.3	-9	0.4
> Cc1ccc(S(=O)(=O)N(CC(=O)N2CCN(c3ccc(F)cc3)CC2)Cc2ccccc2)cc1
→ 6	0.1	14	-0.9
> COc1ccc(S(N)(=O)=O)cc1C(=O)OCC(=O)Nc1ccc(F)cc1[N+](=O)[O-]
→ 7	0.4	13	-1.3
> NC(=O)NC(=O)CSc1nnc(-c2ccccc2)n1Cc1ccc2c(c1)OCO2
→ -2	0.5	18	-1.5
> CC1(C2CCN(Cc3ccc(-c4ccccc4Cl)o3)CC2)NC(=O)NC1=O (stereo unspecified)
→ -8	-0.1	-5	1.1
> CCOc1ccccc1-n1cnc2cc(C(=O)NCCOC)ccc21
→ -6	0.0	3	-0.3
> Cc1cc(C)c(S(=O)(=O)Nc2ccc(C(=O)O)cc2)c(C)c1
→ 2	0.0	-2	-0.3
> CC1(C)CC(=O)c2c([nH]c(=S)c(C#N)c2-c2ccccc2)C1
→ 3	-0.6	7	-0.3
> COc1nc(-c2ccncc2)nc2ccccc12
→ -4	0.0	2	0.3
> CCC(C)(C)c1ccc(OCCN2CCNCC2)c(Cl)c1
→ -1	-0.2	61*	0.5
> CCCCNC(=S)N1CCn2cccc2C1c1ccccc1F (stereo unspecified)
→ -26	0.0	4	0.4
> O=C(Nc1ccc2[nH]ncc2c1)C(O)c1ccc(Br)cc1 (stereo unspecified)
→ -15	-0.1	2	-0.1
> O=C(O)C(c1ccccc1)c1ccccc1
→ 3	0.9	-4	1.4
> COC(=O)C(C(=O)Nc1cccc(Br)c1)C1CCCC1 (stereo unspecified)
→ 5	0.0	-2	2.6
> CCOc1ccccc1NC(=O)c1c(NC(=O)C2C3CC4CC(C3)CC2C4)sc2c1CCCCC2 (stereo unspecified)
→ 4	0.0	-7	-1.0
> Cc1cccc(C)c1NC(=O)C(Cl)=C(Cl)Cl
→ -1	0.2	-7	-0.5
> O=C(N/N=C/c1ccccc1Cl)c1ccco1
→ -42	0.1	-7	-1.8
> Cc1cc(Nc2ccccc2)n(C(=O)c2ccc([N+](=O)[O-])cc2)n1
→ 0	0.1	1	0.6

(next part)
The line under a structure holds: TEAD-YAP inh	FBW7 activator	MITF inh	GPR151 activ
> CCCCN(C)c1ccc(C(=O)OC)cc1NC(=S)Nc1ccc(Cl)c(C)c1
→ -20	0.5	34	0.5
> CN(C)c1ccc(C(=O)OCC(=O)c2ccc(Br)cc2)cc1
→ -4	0.2	13	1.5
> CCOC(=O)C1(CCCc2ccccc2)CCN(C(=O)C2CCOC2)CC1 (stereo unspecified)
→ 1	-0.1	3	0.5
> COC(=O)CNC(=O)c1c(-c2ccccc2Cl)noc1C
→ 5	0.2	-8	4.0
> O=C(COC(=O)COc1ccccc1Cl)NC(=O)Nc1ccc2c(c1)OCCO2
→ -15	-0.1	-3	-0.2
> ClCC1(CCl)COC(c2ccccc2)OC1
→ -15	1.2	16	-0.5
> CCc1cccc(CC)c1NC(=O)CSc1ncccc1C(=O)O
→ -4	0.1	17	0.0
> CC(=O)Nc1ccc(S(=O)(=O)Nc2cc(Cl)c(Cl)cc2Cl)cc1
→ 5	0.0	-4	0.0
> CN(C)c1ccc(/C=C(\C#N)C(=O)NCC2CCCO2)o1 (stereo unspecified)
→ -39	-0.5	5	-1.1
> CCOC(=O)CSc1nnc(CNC(=O)c2cccs2)n1C
→ 5	0.0	6	-0.5
> Cc1ccccc1OCC(=O)Nc1ccc(C(=O)Nc2ccccc2C(=O)O)cc1
→ -2	-0.1	12	1.6
> CCCS(=O)(=O)N1CCN(Cc2ccsc2)CC1
→ 3	-0.1	44	0.5
> c1ccc2nc3c(nc2c1)c1ccccc1n3CCN1CCCCC1
→ 0	0.2	-1	0.8
> CC(C)(C)c1nc(SCC(N)=O)c2ccccc2n1
→ 8	0.1	4	0.2
> CCOc1ccc(NS(=O)(=O)c2ccc(CN3C(=O)c4ccccc4C3=O)cc2)cc1
→ 1	0.1	13	1.1
> CCn1c(SCC(N)=O)nnc1-c1cc2c(C)nn(-c3ccccc3)c2s1
→ 19	0.0	1	0.4
> C1=C2[C@@H](c3ccccc3)N3CCC[C@@H]3[C@H]3CCC[C@@]23OCC1
→ 12	0.8	14	-1.6
> Cc1cc(C)c(NC(=O)c2cc(S(=O)(=O)NC3CCCCC3C)ccc2F)c(C)c1 (stereo unspecified)
→ 11	0.0	1	-0.8
> COc1ccc(/C=c2\sc3ncnn3c2=O)cc1
→ 2	0.2	4	-1.4
> Cc1cccc(OCC(=O)Nc2cccnc2)c1C
→ -22	0.2	-18	0.6
> Cc1ccc(S(=O)(=O)NC(=O)Nc2nccc3cccnc23)cc1
→ -8	-0.1	0	0.8
> Cc1ccc(N=Cc2cc(Cl)ccc2O)nc1
→ -11	0.0	-4	-0.6
> c1cn(CCCNc2ncnc3sc4c(c23)CCCC4)cn1
→ -8	-0.1	6	-0.8
> CC1(C)CC(CC(N)=O)(c2ccccc2)CCO1 (stereo unspecified)
→ 1	0.0	-3	-0.2
> Cn1nnnc1-c1ccco1
→ 0	-0.1	-1	0.9
> Cc1ccc(NC(=O)C2CC2(c2ccccc2C)c2ccccc2C)cc1 (stereo unspecified)
→ 4	0.0	8	0.5
> O=C(NC1CCCC1)c1cc(-c2ccccc2O)on1
→ -57	-0.1	5	2.1
> COc1ccc(-n2c(C)cc(CC#N)c2C)cc1
→ 0	0.2	9	2.6
> CSc1ccc(CNC(=O)CCn2c(=O)oc3ccccc32)cc1
→ 4	0.1	10	-0.9
> COCCn1c(=O)c2sc3ccccc3c2n(CC(=O)Nc2cc(C)[nH]n2)c1=O
→ 2	0.0	-11	0.9
> CCCc1cc(=O)[nH]c(SCC(=O)Nc2ccc(OC(F)(F)F)cc2)n1
→ -11	-0.2	8	1.3
> Cn1c(CN2CCCC(CNS(=O)(=O)Cc3ccccc3)C2)nc2ccccc21 (stereo unspecified)
→ 3	0.2	11	-1.4
> O=C(OCCCN=C1NS(=O)(=O)c2ccccc21)c1ccc([N+](=O)[O-])cc1
→ -7	0.0	3	0.7
> COc1ccc(-c2ncc(C)c(NCc3nc4ccccc4[nH]3)n2)cc1
→ -16	0.2	-6	-1.4
> COC(=O)c1c(NC(=O)C2C3C=CC(C3)C2C(=O)O)sc(C)c1C (stereo unspecified)
→ 16	-0.4	-1	-0.6
> COc1ccc(CCN2C(=O)CCC2CCNCc2ccncc2)cc1OC (stereo unspecified)
→ 6	0.8	8	0.4
> CC(=O)Nc1cc(CNCc2cc(Cl)ccc2O)cc(C(=O)N2CCCC2)c1
→ 4	0.2	5	0.0
> Cc1ccc(NC(=O)Cn2cc3c(n2)CCCC3)cc1
→ -4	-0.1	0	1.4
> Cn1c(=O)c2[nH]c(SCC(=O)c3ccc(C(C)(C)C)cc3)nc2n(C)c1=O
→ -5	-0.1	-8	-1.2
> O=C(Cc1ccccc1)Nc1nc(-c2ccc3c(c2)Cc2ccccc2-3)cs1
→ -4	0.1	-2	0.8
> Cc1ccccc1C(=O)NNC1CC(=O)N(c2ccc(Cl)cc2)C1=O (stereo unspecified)
→ 10	0.1	14	0.2
> COc1ccc(C)cc1NC(=O)n1ncc2c(C)cccc21
→ -2	0.0	2	-0.7
> O=C(NNC(=S)NC1CCCCC1)c1ccc(Cl)s1
→ -18	-0.2	-16	1.7
> Cc1cnc(N2CCN(c3ccccn3)CC2)nc1NCCc1ccc(O)cc1
→ 3	-0.1	-5	-1.0
> CC1CN(c2nc3c(c(=O)[nH]2)CCN(Cc2ccc(F)cc2)C3)CC(C)O1 (stereo unspecified)
→ 6	0.1	15	0.3

A second format for 7 compounds above:
Structure | TEAD-YAP inh | FBW7 activator | MITF inh | GPR151 activ
Cn1c(CN2CCCC(CNS(=O)(=O)Cc3ccccc3)C2)nc2ccccc21 (stereo unspecified) | 3 | 0.2 | 11 | -1.4
O=C(OCCCN=C1NS(=O)(=O)c2ccccc21)c1ccc([N+](=O)[O-])cc1 | -7 | 0.0 | 3 | 0.7
COc1ccc(-c2ncc(C)c(NCc3nc4ccccc4[nH]3)n2)cc1 | -16 | 0.2 | -6 | -1.4
COC(=O)c1c(NC(=O)C2C3C=CC(C3)C2C(=O)O)sc(C)c1C (stereo unspecified) | 16 | -0.4 | -1 | -0.6
COc1ccc(CCN2C(=O)CCC2CCNCc2ccncc2)cc1OC (stereo unspecified) | 6 | 0.8 | 8 | 0.4
CC(=O)Nc1cc(CNCc2cc(Cl)ccc2O)cc(C(=O)N2CCCC2)c1 | 4 | 0.2 | 5 | 0.0
Cc1ccc(NC(=O)Cn2cc3c(n2)CCCC3)cc1 | -4 | -0.1 | 0 | 1.4
